HSP90 refold inh: HSP90 refolding inhibition in rabbit reticulocyte lysate | hit rate 0.91% among 290,000 | inhibition, % at 5.6 µM | luciferase refolding luminescence, 3 h;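 active = inhibition above the screen-wide mean plus 3 SD, computed separately per campaign, cut at about 16% in these data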;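 note: 0% = DMSO wells and 100% = 60 µM geldanamycin wells; inhibitors lower the luminescence because luciferase stays unfolded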
GSK3 alpha inh: human GSK-3 alpha kinase inhibition. P49840. ADP-Glo luminescence, 60 min. inhibition, % at 10 µM. hit rate 0.1% among 320,000. AID 2650;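 in the data active = inhibition above about 50%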;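 note: GST-tagged GSK-3 alpha with peptide substrate and 25 µM ATP; 0% = DMSO neutral wells and 100% = GW8510 positive control wells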
Target sequence (P49840 whole entry, looked up): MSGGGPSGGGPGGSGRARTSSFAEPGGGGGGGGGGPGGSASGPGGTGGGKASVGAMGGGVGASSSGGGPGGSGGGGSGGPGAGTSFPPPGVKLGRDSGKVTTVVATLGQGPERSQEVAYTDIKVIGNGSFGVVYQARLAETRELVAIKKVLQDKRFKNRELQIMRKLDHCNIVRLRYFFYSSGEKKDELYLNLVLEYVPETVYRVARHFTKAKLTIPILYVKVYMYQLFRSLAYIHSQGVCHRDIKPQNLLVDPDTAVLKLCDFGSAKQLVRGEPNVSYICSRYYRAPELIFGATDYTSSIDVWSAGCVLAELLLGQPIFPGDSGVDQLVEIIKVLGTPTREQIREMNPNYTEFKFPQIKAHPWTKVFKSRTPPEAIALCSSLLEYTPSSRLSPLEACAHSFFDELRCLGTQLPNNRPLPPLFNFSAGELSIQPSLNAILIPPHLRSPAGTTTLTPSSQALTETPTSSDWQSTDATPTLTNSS
HSF1 inhib: HSF1 inhibition. NIH3T3-HGL HSE-luciferase, MG132-induced, luminescence 8 h; stronger effect = lower value. activity change, negative = inhibition, % at 7.5 µM (by protocol). hit rate 0.77% among 300,000;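 active = more than half of replicate wells show activity change below -50%, luminescence cut by over half; inconclusive = some wells, but at most half, below -50%; inactive = no replicate well below -50%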;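 note: luciferase reports HSF-1 transcriptional activity via heat shock element; 0% = median of DMSO wells and -100% = zero luminescence signal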
aSyn 5UTR inh: MLPCN primary screen, SNCA 5' untranslated region; hit rate 0.82% among 300,000; AID 1813; inhibition, % (tested at 7.5 µM); alpha-synuclein 5'UTR reporter, inhibitor activity; in the data active = inhibition above about 60%; inconclusive = no clear call, values can overlap the other calls;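 note: H4 neuroglioblastoma cells stably carrying SNCA 5'UTR luciferase fusion; 0% = DMSO wells and 100% = positive control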
IEC-6 tox: IEC-6 cytotoxicity, counter-screen for KLF5 inhibitors. luminescence viability. inhibition, % at 5 µM. hit rate 0.78% among 290,000; in the data active = inhibition above about 22%;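 note: 0% = plate median of test compound wells and 100% = cytotoxic reference compound wells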
KLF5 inhibitor: suppresses KLF5 promoter-driven expression | DLD-1 KLF5 promoter-luciferase reporter, luminescence | inhibition, % at 5 µM | hit rate 0.23% among 290,000 | AID 1700;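 active = inhibition above a per-plate limit of that plate's mean compound inhibition plus 3 SD, cut at about 60% in these data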;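 note: 0% = DMSO wells and 100% = LY294002 at 200 µM; higher means less KLF5 promoter-driven luciferase light; inactives centre near -14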
AI-2 QS modul: modulators of Vibrio harveyi AI-2 quorum sensing system; Vibrio harveyi JMH597 AI-2 luminescence/OD600 ratio, 9 h; stronger effect = lower value; strain lacks LuxN and CqsS sensors; 0 = neutral-control median; activity change, % at 7.5 µM; hit rate 0.4% among 300,000; AID 2094; in the data active = activity change below about -75%, passing the limit was not always enough; inconclusive = no clear call, values can overlap the other calls;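 note: luminescence divided by OD600 gain over 9 h not by final OD600 alone; inactives centre near 13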
PolyA inh: inhibitors of polyadenylation in S. cerevisiae | S. cerevisiae SKY197-pL101 polyadenylation reporter, beta-gal luminescence; efflux-impaired pdr1/pdr3 knockout yeast; score 100 = 6 SD above DMSO | calls only at 12 µM | hit rate 0.02% among 300,000;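 active = lowest replicate activity score at least 50, where 100 means six control SD above control mean; inconclusive = lowest score under 50 but half or more replicates reach 50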;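 note: yeast exposed to compound for 9 h at 30 °C; higher score means more reporter readthrough which indicates perturbed polyadenylation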
HSF-1 act: increases HSF-1 driven luciferase reporter signal | NIH3T3-HGL HSF-1 luciferase reporter, MG132, 8 h; 100% = twice DMSO control signal | activation, % at 9 µM | hit rate 1.7% among 300,000 | AID 504408;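 active = mean replicate activation of at least 50% with a set share of replicates each reaching 50%; inconclusive = only one of those two conditions met; inactive = mean below 50% and too few replicates reaching it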;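 note: 0% = median of the neutral control wells and 100% = twice that signal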
GSK3beta inhib: blocks human GSK3beta kinase activity; P49841; GST-GSK3beta kinase, ADP-Glo luminescence, 60 min; stronger effect = lower value; activity score (negative = inhibition), % at 10 µM; hit rate 0.038% among 300,000;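 active = more than half of replicate wells score below -50%, meaning over 50% inhibition versus plate controls; inconclusive = some replicates but at most half score below -50%; inactive = no replicate scores below -50%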;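 note: 0% = median DMSO wells and -100% = median GW8510 positive control wells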
Target sequence (P49841 whole entry, looked up): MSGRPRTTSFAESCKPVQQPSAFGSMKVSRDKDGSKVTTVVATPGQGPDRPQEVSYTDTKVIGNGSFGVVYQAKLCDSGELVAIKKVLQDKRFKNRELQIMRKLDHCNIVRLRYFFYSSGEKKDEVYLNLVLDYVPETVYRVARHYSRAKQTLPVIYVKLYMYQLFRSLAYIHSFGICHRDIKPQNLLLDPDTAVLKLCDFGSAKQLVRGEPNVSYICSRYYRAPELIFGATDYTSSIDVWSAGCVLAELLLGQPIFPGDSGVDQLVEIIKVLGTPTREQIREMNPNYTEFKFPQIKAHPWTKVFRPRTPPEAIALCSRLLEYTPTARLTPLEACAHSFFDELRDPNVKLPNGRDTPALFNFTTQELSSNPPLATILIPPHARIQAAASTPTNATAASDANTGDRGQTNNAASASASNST
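Test system: GST-fused GSK3beta enzyme, cell-free | Quantity: 1.6 ng GST-GSK3beta enzyme per well | Reagent: 25 µM ATP with peptide substrate | Schedule: 60 min enzyme reaction, room temperature | Signal: Luminescent ADP-Glo measurement of ADP formed | Read-out basis: Score relative to plate controls | Control set: DMSO and 20 µM GW8510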
* = called active by the depositor; i = inactive; ? = inconclusive; · = not tested or not shown. These rows are one share of the data; rates above refer to the full screens.

Structure	HSP90 refold inh	AI-2 QS modul	GSK3 alpha inh	HSF-1 act	GSK3beta inhib	IEC-6 tox	aSyn 5UTR inh	HSF1 inhib	PolyA inh	KLF5 inhibitor
CCCN(CC(=O)Nc1ccccc1C)C(=O)/C=C/c1cccs1	0	33	·	-25	-1	-6	-9	-13	i	10
O=C1CCCc2sc3c(c2N1)CCCCC3	2	21	0	-5	-2	6	15	-1	i	1
Cc1cc(C(=O)OC(C)C(=O)Nc2nc(-c3ccccc3)cs2)c(C)o1 (stereo unspecified)	5	22	1	20	4	2	-19	8	i	-41
CCc1c(C(=O)NNC(=S)NCCc2ccccc2)csc1C	0	17	-5	5	1	6	-13	11	i	6
CCOC(=O)c1[nH]cnc1C(=O)O	0	4	1	-21	-4	-6	-11	-6	i	-33
CCCn1cc(SCC(=O)Nc2ccc3c(c2)OCO3)c2ccccc21	1	18	1	18	-2	-3	4	5	i	-35
Cc1cc(NC(=O)c2cc(-c3cccs3)nc3ccccc23)no1	2	50	-2	16	2	8	2	1	i	-79
O=C(c1ccc(COc2c(F)c(F)cc(F)c2F)o1)N1CCN(c2ccc(Cl)cc2)CC1	7	21	1	42	0	3	16	18	i	-54
c1ccc(Cn2cc(CN3CCCO3)c(-c3ccc4c(c3)OCO4)n2)cc1	-1	4	-1	35	2	-4	2	25	i	-23
C/C(N)=C(/C#N)C(=O)CSc1nnc(Nc2ccccc2C)s1	0	4	0	71*	1	11	-77	38	i	-39
CSC1=NC2(CC(c3ccccc3)Oc3cc(O)ccc32)CC(C)(C)N1 (stereo unspecified)	6	7	2	-18	-2	-2	26	10	i	-25
CC(C)C(NS(=O)(=O)c1c(Cl)cccc1Cl)C(=O)OCC(=O)c1c[nH]c2ccccc12 (stereo unspecified)	0	5	1	-4	-5	8	-8	2	i	0
O=C(Cn1nnc(-c2ccccc2)n1)N1CCN(c2ccc(F)cc2)CC1	-1	16	12	-22	-3	-4	25	-9	i	-12
CC(=O)NCc1ccc(-c2nc3ccccc3s2)cc1	10	27	1	26	2	-1	-38	9	i	-30
CCOC(=O)c1sc(-c2ccc(F)cc2)cc1NC(=O)Nc1ccccc1OC	-1	9	0	-5	-2	-3	-1	-5	i	-31
Oc1ccc(O)cc1	·	6	-6	-5	1	·	-36	4	i	·
O=C(NCCNC(=O)c1ccco1)c1ccc(F)cc1	0	13	-1	-2	2	-11	10	-9	i	1
CCc1ccccc1N1C(=O)[C@@H]2Cc3ccccc3CN2C1=O	-3	14	-3	7	-4	-2	0	1	i	-14
COc1ccc(-c2cc3ccc(O)cc3oc2=O)cc1	1	12	2	51*	-1	4	-64	26	i	-81
CN(C)/C=C/C(=O)c1cccc(Oc2ncccn2)c1	-2	8	-1	72*	2	3	-45	49	i	-9
O=C(N/C(=C/c1cccc(Br)c1)c1nc(=S)[nH][nH]1)c1ccccc1	0	-3	-1	5	0	0	-77	5	i	6
Cc1[nH]c2ccccc2c1C(=O)CSc1nc2ccccc2c(=O)n1-c1ccccc1F	-1	10	-1	3	-3	1	34	-8	i	-6
O=C(c1cccc(S(=O)(=O)N2CCCCCC2)c1)N1CCN(c2ccccc2)CC1	-3	33	1	-14	-2	0	1	-8	i	-1
O=C1CN(C(=O)COC(=O)c2cccc(OCc3ccccc3)c2)c2ccccc2N1	4	26	-1	6	0	6	-48	4	i	-31
CN(C)CCCN(C(=O)c1cccs1)c1nc2cc3c(cc2s1)OCO3	-1	44	-1	15	-1	-3	-158	12	i	-14
COc1ccc(C(=O)NC2CCSC2=O)cc1 (stereo unspecified)	-3	27	-4	5	0	5	-36	-7	i	-23
CCCn1c(SCC(=O)Nc2ccc(OC)cc2[N+](=O)[O-])n[nH]c1=O	2	·	-4	-1	·	0	22	-1	i	-6
Cc1ccccc1-c1nnc(SCc2ccccc2F)o1	0	-81*	-3	74*	1	-1	-149	38	i	-79
Cc1c(C(c2ccc(Br)cc2)c2c(C)n(C)n(-c3ccccc3)c2=O)c(=O)n(-c2ccccc2)n1C	1	-4	9	20	0	-6	-2	3	i	8
CC(=O)Nc1ccc(OCCOc2ccc([N+](=O)[O-])cc2)cc1	3	16	0	0	1	3	7	5	i	1

Next entries
Structure	HSP90 refold inh	AI-2 QS modul	GSK3 alpha inh	HSF-1 act	GSK3beta inhib	IEC-6 tox	aSyn 5UTR inh	HSF1 inhib	PolyA inh	KLF5 inhibitor
COC(C/C=C/[C@@H](O)[C@H](C)OCc1ccccc1)OC	·	-2	-4	16	-1	·	15	5	i	·
COc1cccc(-n2cnc3cccc(N)c32)c1	0	13	-2	5	0	6	-22	6	i	-6
N=c1sccn1CC(=O)Nc1ccc(S(N)(=O)=O)cc1	-7	-3	2	-1	-2	-21	-21	-1	i	7
C=CCn1c(SCc2ccc(C(=O)Nc3ccccc3)cc2)nnc1-c1ccccc1	0	-8	-1	29	5	4	-12	8	i	8
S=C(NCc1ccco1)N1CCN(C(c2ccccc2)c2ccccc2)CC1	1	6	1	58*	-2	-4	2	36	i	-10
C/C(CCc1ccc2c(c1)OCO2)=N\N=C1\NC(=O)CC(C(=O)Nc2ccc(Cl)cc2)S1 (stereo unspecified)	0	4	2	5	3	1	-1	0	i	-2
COc1ccc2cc(C#N)c(SCC(=O)N3CC(=O)Nc4ccccc43)nc2c1	-6	1	-1	-27	0	0	-35	-14	i	-38
O=C(c1cc(-c2ccccc2)nn1-c1ccccc1)N1CCN(S(=O)(=O)c2c(F)cccc2F)CC1	·	-19	-3	-32	6	·	15	-13	i	·
CC1CN(S(=O)(=O)c2cccc(C(=O)OCc3cc(=O)oc4cc(O)ccc34)c2)CC(C)O1 (stereo unspecified)	3	3	3	-2	-2	3	34	-1	i	0
Cc1nc2cc(S(=O)(=O)N(C)C)ccc2n1-c1ccccc1	-1	1	0	12	-2	-5	16	3	i	-39
COCCCNC(=O)C(=O)NCCCOC(C)C	-3	12	·	-5	2	-15	2	0	i	-25
C=CCn1c(=O)c2ccccc2n2c(SCc3cc(=O)n4ccsc4n3)nnc12	1	38	-1	0	-3	-7	9	-1	i	-3
CCOC(=O)c1[nH]c(C)c(C(=O)N(C)Cc2ccccc2)c1C	1	3	0	12	0	4	15	11	i	-2
Cc1cc(Cl)c(S(N)(=O)=O)cc1OCC(=O)NC1CCCCC1	5	14	-1	-7	3	10	12	-5	i	3
COc1ccc2c(c1)c(=O)oc1c(C)c(OCc3cc(C(=O)O)oc3C)ccc12	1	30	16	-14	-4	0	-18	-1	i	-25
COc1ccc(C(C(=O)NC2CCCC2)N(C(=O)c2ccco2)c2ccc(OC)c(OC)c2)cc1 (stereo unspecified)	1	93	2	3	6	3	5	-1	i	-6
COc1cc(/C=N/N=C(/C(=O)c2ccccc2)c2ccccc2)cc(OC)c1O	-4	26	-1	1	0	-3	0	1	i	-14
COc1ccc(C(=O)CC(=O)C(=O)Nc2ccc(OC)c(Cl)c2)cc1	0	8	-1	39	-3	-7	-22	16	i	-30
COc1ccc(C(=O)NC2=NCCS2)c(OC)c1	13	6	-1	40	3	0	-111	26	i	-120
Cc1ccc(NC(=O)CCC(=O)OCC(=O)c2ccc(Oc3ccc([N+](=O)[O-])cc3)cc2)cc1C	-1	28	0	-1	-1	-3	-8	-6	i	7
N#Cc1c(-c2ccccc2)nc(-c2cccnc2)[nH]c1=O	1	4	0	-1	1	-5	-6	-6	i	-38
COc1cccc(-c2nnn(C/C(N)=N/O)n2)c1	-1	-2	-2	36	0	0	-42	-8	i	-29
Cc1cccc(/C=C/C(=O)c2ccc([N+](=O)[O-])o2)c1	·	24	2	?	1	·	14	31	i	·
Cc1ccc(NC(=S)NNC(=O)c2c([N+](=O)[O-])c(C)nn2C)cc1	-6	5	-7	19	0	0	-30	-8	i	-38
COc1ccc(CC(=O)Nc2c(C(N)=O)oc3ccccc23)cc1	-1	9	-3	0	-1	-2	22	3	i	-38
COc1ccc(-n2cc(CNC3CCC(O)CC3)c(-c3cccc(F)c3)n2)cc1 (stereo unspecified)	-1	34	1	-5	-1	1	11	0	i	-17
CC(C)COC(=O)Nc1ccc(C(=O)O)cc1	1	10	4	8	0	-1	12	-9	i	-21
O=C(CCc1nnc(CCCc2ccccc2)o1)NCC(F)(F)F	0	16	-5	16	1	-5	-22	6	i	-49
Cc1ccc(N2CC(C(=O)Nc3c4c(nn3C(C)(C)C)CS(=O)(=O)C4)CC2=O)cc1 (stereo unspecified)	0	2	-2	-4	-25	-2	17	-2	i	-26
O=[N+]([O-])c1ccc(OCC(O)CN2CCN(c3ccccc3F)CC2)cc1 (stereo unspecified)	-3	3	-4	-2	2	-3	-4	7	i	-5

Further entries follow.
Structure	HSP90 refold inh	AI-2 QS modul	GSK3 alpha inh	HSF-1 act	GSK3beta inhib	IEC-6 tox	aSyn 5UTR inh	HSF1 inhib	PolyA inh	KLF5 inhibitor
COc1cc2c(C#N)c(N3CCN(C)CC3)nc(N)c2c(N)n1	-4	1	3	2	-3	-4	21	-1	i	-15
Cc1cccc(NC(=O)c2c([N+](=O)[O-])c(C(C)(C)C)nn2C)c1	-2	22	-3	16	0	3	7	8	i	-2
CCCC(NCC(O)COc1ccc(-c2ccccc2)cc1)c1ccccc1 (stereo unspecified)	-4	11	-1	9	1	14	83*	0	i	-8
Cc1ccccc1Nc1nc(N)nc(COC(=O)c2cccc(S(=O)(=O)NCc3ccccc3)c2)n1	2	21	-3	5	1	3	20	-2	i	-5
COc1ccc(Cl)cc1NC(=O)C(C)Sc1n[nH]c(N)n1 (stereo unspecified)	-1	15	-2	4	0	-3	19	-7	i	-8
O=S(=O)(NCC(c1cccnc1)N1CCN(c2ccc(F)cc2)CC1)c1cc(F)ccc1F (stereo unspecified)	3	3	-4	43	-6	1	6	6	i	-12
CCOc1ccc(-c2c(C(=O)N/N=C/c3ccc(OC)cc3)nnn2-c2nonc2N)cc1	3	7	2	3	0	3	16	2	i	-4
Cc1cc(C)c(C#N)c(SCC(=O)Nc2ccccc2C)n1	2	27	-1	11	2	0	4	5	i	-22
CCOC(=O)c1ccc(NC(=O)NC(C)C2CCCO2)cc1 (stereo unspecified)	4	33	-5	-11	3	0	-11	-15	i	-7
COc1ccc(/C=N/NC(=O)C(=O)NCc2cccnc2)cc1	4	36	0	10	-2	11	7	-1	i	-15
NC(=S)N/N=C/c1ccc(C23CC4CC(CC(C4)C2)C3)cc1	24*	·	10	-7	·	22	-310	1	i	-49
O=C(NCc1ccncc1)Nc1cccc([N+](=O)[O-])c1	1	17	2	-7	-1	9	1	-5	i	-7

Source: PubChem
